Source: PubChem
PME-1 Maybr inh = inhibitors of human PME-1 in Maybridge library. Protein phosphatase methylesterase 1 (Homo sapiens), Q9Y570. recombinant PME-1, FP-Rh probe fluorescence polarization. inhibition, % at 9 µM. 16,000 tested, 0.5% active; in the data active means inhibition above about 30%
Target sequence (Q9Y570 whole entry, looked up): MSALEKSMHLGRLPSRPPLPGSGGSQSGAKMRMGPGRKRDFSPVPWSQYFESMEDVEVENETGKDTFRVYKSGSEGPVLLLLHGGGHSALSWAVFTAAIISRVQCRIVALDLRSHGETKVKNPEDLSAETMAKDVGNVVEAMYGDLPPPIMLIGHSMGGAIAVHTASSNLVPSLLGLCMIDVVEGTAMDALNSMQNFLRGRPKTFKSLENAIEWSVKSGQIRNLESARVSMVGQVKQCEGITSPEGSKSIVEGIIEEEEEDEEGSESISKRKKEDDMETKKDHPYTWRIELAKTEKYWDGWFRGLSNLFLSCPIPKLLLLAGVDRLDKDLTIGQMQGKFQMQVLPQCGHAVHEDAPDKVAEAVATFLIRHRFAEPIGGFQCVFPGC
Nox1 inh = inhibitors of human NADPH oxidase 1 (Nox1). Q9Y5S8. HT29 cells, luminol chemiluminescence ROS. inhibition, % at 6.7 µM. 16,000 tested, 0.81% active
luminol inh ctr = counter-screen for Nox1 inhibitors: inhibitors of luminol chemiluminescence; HRP/luminol/H2O2 chemiluminescence counterscreen; inhibition, % at 6.7 µM; 16,000 tested, 0.4% active; further: reference of the scale not given here
KOR antag MB = antagonists of human kappa opioid receptor OPRK1, Maybridge library; AID 652031, 2013; OPRK1 cells, antagonist mode, fluorescence readout; Kappa-type opioid receptor (Homo sapiens), P41145; 16,000 tested, 0.4% active; inhibition, % at 9 µM; in the data active means inhibition above about 50%
Target sequence (P41145 whole entry, looked up): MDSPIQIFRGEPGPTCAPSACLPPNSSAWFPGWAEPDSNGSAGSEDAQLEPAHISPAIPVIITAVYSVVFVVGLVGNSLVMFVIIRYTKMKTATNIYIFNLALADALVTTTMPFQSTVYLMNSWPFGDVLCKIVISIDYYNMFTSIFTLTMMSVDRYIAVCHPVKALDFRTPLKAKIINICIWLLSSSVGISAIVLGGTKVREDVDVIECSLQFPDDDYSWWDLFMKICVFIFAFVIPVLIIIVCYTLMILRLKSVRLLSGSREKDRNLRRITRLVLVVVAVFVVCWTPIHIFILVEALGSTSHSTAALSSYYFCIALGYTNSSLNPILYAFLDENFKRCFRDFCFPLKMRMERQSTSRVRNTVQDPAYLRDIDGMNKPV
NOTCH agonist = agonists of NOTCH signaling. 15,000 tested, 0.4% active. activation, % at 2.5 µM. NOTCH signaling luciferase reporter cells, luminescence; in the data active means activation above about 2.2%
S1P1 ag = activates the human S1P1 receptor | 16,000 tested, 1.5% active | activation, % at 4.5 µM | S1P1 agonist cell-based reporter assay; in the data active means activation above about 80%
TLR4-MyD88 inh = inhibitors of human TLR4-MyD88 binding | inhibition, % at 10 µM | AID 811, 2007 | Toll-like receptor 4 (Homo sapiens), O00206 | Cell-based TLR4-MyD88 binding inhibition assay | 16,000 tested, 0.06% active; in the data active means inhibition above about 45%
rat GALR2 ag = agonists of rat galanin receptor 2 (GALR2); activation, % at 10 µM; Galanin receptor type 2 (Rattus norvegicus), O08726; 16,000 tested, 0.5% active; cell-based GALR2 agonist screen; AID 833, 2007; in the data active means activation above about 15%
An asterisk follows results filed as active; nt = no result given. Unless noted, no stated cut-off is given here; in the data, active means inhibition above about 75%; inactive means the rest.

SMILES	PME-1 Maybr inh	Nox1 inh	luminol inh ctr	KOR antag MB	NOTCH agonist	S1P1 ag	TLR4-MyD88 inh	rat GALR2 ag
Cc1ccsc1CNC(=O)c1sccc1Cl	2	-55	-1	0	-0.4	-7	8	-5
Oc1ccccc1C=NCc1csc2ccccc12	1	-42	-2	-2	nt	-5	2	1
CCOC(=O)c1cnn(C)c1-n1cccc1	-1	-17	2	-1	-0.2	8	12	-7
COCCCN=C1NC(=O)C(CC(=O)Nc2cc(Cl)ccc2Cl)S1 (centres undefined)	-1	-23	0	-9	-0.1	-5	nt	-4
O=[N+]([O-])c1ccc(Oc2ccc(C3SCCS3)cc2)nc1	5	-50	-3	-9	0.3	20	-8	-7
Cc1ccc(S(=O)(=O)Oc2cc(C)nc(-c3cccc(C)c3)n2)cc1	1	-17	2	-12	0.1	7	0	-3
C/C(=N/O)c1ccc(OCCO)cc1	7	-13	-7	-3	0.6	-12	-12	-6
COc1ccc(Br)c(C(=O)ONC(=O)c2ccc(Cl)c(Cl)c2)c1	4	37	-6	11	-0.2	9	-1	0
O=C(NNC(=S)Nc1ccccc1)c1ccco1	-5	9	13	0	-0.9	-13	-2	-4
CCCc1cc(=O)[nH]c(SCc2ccc(C(=O)Oc3ccc(F)cc3F)cc2)n1	1	-48	0	-10	-0.3	-9	0	-4
CSc1sc(C(=O)Nc2cccc(C(F)(F)F)c2)cc1S(=O)(=O)C(C)C	1	24	-3	0	-4.5	15	0	-7
OC(CNCc1cc(Cl)cc(Cl)c1)COc1ccc(Cl)c(Cl)c1 (centres undefined)	3	-15	2	-17	-0.7	-6	-2	-5
O=C(CSCc1ccc(Cl)cc1)Nc1ccc(F)cc1	-2	-1	-1	-10	-0.4	4	-9	0
CC(=O)NC12CC3(C)CC(C)(CC(C)(C3)C1)C2	-3	-46	2	-28	1.3	-5	3	-3
C/C=C(\C)C(=O)NC(=S)NNC(=O)c1ccc(N(C)C)cc1	-15	-47	3	14	-0.2	-25	-7	0
CN(C)S(=O)(=O)Oc1ccc(-c2noc(-c3cc(C(C)(C)C)nn3Cc3ccccc3)n2)cc1	-2	10	-4	-11	0.3	2	-6	-10
O=C1Nc2ccccc2C1(O)Cc1ccncc1 (centres undefined)	0	5	-5	2	nt	-8	-5	-9
N/C(=N\S(=O)(=O)c1cc(C(F)(F)F)cc(C(F)(F)F)c1)N1CCSCC1	0	-70	1	7	-0.3	1	1	-1
Cc1cn(CCC(=O)Nc2nn(C)c3cccc(F)c23)c2ccccc12	5	-19	-4	-6	-0.2	-5	2	-8
O=C(CSc1nnc(-c2ccc(Cl)cc2)o1)Nc1nnc(-c2ccco2)s1	-13	-35	0	15	0.3	-6	6	-4
COc1ccc(C(=O)/C=C2\SC(=O)C(=O)N2c2ccccc2)cc1	-3	-53	8	-1	-0.8	11	0	-5
CCOc1ncnc2c1nnn2Cc1ccccc1Cl	-1	-28	0	2	-0.3	-12	-4	20*
O=C(O)c1cc([N+](=O)[O-])ccc1NCCc1ccccc1	9	-23	8	19	-0.2	10	-2	-5
COc1cc2c(cc1OC)C(C)N(C(=O)c1nn(-c3ccccc3)nc1C)CC2 (centres undefined)	6	-18	1	0	0.1	-19	-7	-4
Cn1ncc2c(NNC(=O)c3cc(Cl)cc(Cl)c3)ncnc21	-1	29	0	-9	-4.1	-7	-15	-5
COc1ccc(Br)c(C(=O)c2nnn3c2nc(N)c2c(Cl)cccc23)c1	0	-35	-1	-5	-0.2	-18	11	-8
CCCCCCCCCCCC(=N)OC	-3	3	-2	0	-0.8	-3	2	-6
COc1ccc(CN2CCCN(Cc3ccc(OC)cc3)C2c2cccc(C)n2)cc1	4	29	-8	30	0.4	7	-12	-4
O=c1[nH]c2c(=O)[nH]c(=S)[nH]c2nc1/C=C(\O)c1ccccc1	0	17	-3	4	0.2	-3	-5	-6
O=S(=O)(c1cc(Br)c(Cl)s1)N1CCOCC1	8	-8	-7	-1	-1.0	5	-1	-4
COC(=O)c1c(-c2cc(C)on2)n[nH]c1C	0	3	-2	11	0.6	-9	1	-6
S=C(Nc1ccccc1)Nc1nccs1	4	-12	11	-10	-0.6	5	-1	2
S=C(Nc1ccc2c(c1)CCC2)N1CCSCC1	-2	-9	-23	17	0.2	-7	8	-7
N#Cc1cn(-c2cccc(C(F)(F)F)c2)c(=O)n(Cc2ccc(Cl)cc2)c1=O	-1	11	-1	-10	0.0	6	-14	-8
COC(=O)c1ccc(Cl)cc1N(Cc1c(F)cccc1Cl)S(C)(=O)=O	2	-8	-6	-3	0.2	6	3	-8
O=c1c2ccccc2c(-c2ccccc2)nn1Cc1ccccc1	2	-57	-2	-9	-0.4	-2	2	-5
CSC(=N)n1nc(SC)nc1N	0	-39	-1	-5	2.8*	6	0	-8
Cn1nc(-c2cccnc2)[nH]c1=O	3	-26	3	13	0.0	1	1	-8
NC(=O)c1ccc(-c2ccc(Cl)cc2)s1	2	5	-1	9	0.3	11	1	-5
Cc1cccc2nc(-c3ccno3)oc(=O)c12	26	-15	-4	-5	0.6	-9	0	-4
Cc1cc(/C=N/NS(=O)(=O)c2ccc(F)c(Cl)c2)no1	3	-14	0	-8	-0.3	-10	-6	-7
CCN(CC)OC(=O)c1ccc(Oc2ccc(Cl)cc2)c([N+](=O)[O-])c1	11	-29	-2	-2	0.4	10	-1	-8
CN1CCN(c2c3c(nc4ccccc24)C2(C)CCC3C2(C)C)CC1 (centres undefined)	3	-15	0	26	-0.3	-9	-2	-3
C/C(=N\NS(=O)(=O)c1ccccc1)c1cc(-c2ccccc2)no1	3	-29	-3	4	-0.3	-19	-10	0
CC1=NN(C)C(=O)/C1=C/c1c(C)[nH]n(C)c1=O	7	24	-6	25	-0.5	-5	-2	-4
O=C(NCc1cccnc1)Nc1cccc(NC(=O)NCc2cccnc2)c1F	-2	-24	2	-3	-0.9	-13	-3	-10
O=C1CSC(c2ccccc2)N1c1cccnc1 (centres undefined)	-3	-67	3	1	-0.4	-17	-6	-1
O=C(Nc1ccc2c(c1)C(=O)OC2)c1cccs1	1	-10	0	-6	nt	-10	-44	-8
O=C1/C(=C\c2cccs2)SC(=S)N1c1ccc(S(=O)(=O)Nc2nccs2)cc1	-47	15	7	10	-0.1	57	-6	-2
Cc1c(Cl)cc(F)cc1S(N)(=O)=O	-4	16	3	17	-0.5	-13	-1	-6

Sorted by molar mass (highest first): part of the list above.
SMILES	PME-1 Maybr inh	Nox1 inh	luminol inh ctr	KOR antag MB	NOTCH agonist	S1P1 ag	TLR4-MyD88 inh	rat GALR2 ag
CN(C)S(=O)(=O)Oc1ccc(-c2noc(-c3cc(C(C)(C)C)nn3Cc3ccccc3)n2)cc1	-2	10	-4	-11	0.3	2	-6	-10
COc1ccc(Br)c(C(=O)ONC(=O)c2ccc(Cl)c(Cl)c2)c1	4	37	-6	11	-0.2	9	-1	0
COc1cc2c(cc1OC)C(C)N(C(=O)c1nn(-c3ccccc3)nc1C)CC2 (centres undefined)	6	-18	1	0	0.1	-19	-7	-4
Cc1cn(CCC(=O)Nc2nn(C)c3cccc(F)c23)c2ccccc12	5	-19	-4	-6	-0.2	-5	2	-8
CN1CCN(c2c3c(nc4ccccc24)C2(C)CCC3C2(C)C)CC1 (centres undefined)	3	-15	0	26	-0.3	-9	-2	-3
O=C(O)c1cc([N+](=O)[O-])ccc1NCCc1ccccc1	9	-23	8	19	-0.2	10	-2	-5
S=C(Nc1ccc2c(c1)CCC2)N1CCSCC1	-2	-9	-23	17	0.2	-7	8	-7
O=C(NNC(=S)Nc1ccccc1)c1ccco1	-5	9	13	0	-0.9	-13	-2	-4
O=C(Nc1ccc2c(c1)C(=O)OC2)c1cccs1	1	-10	0	-6	nt	-10	-44	-8
CC1=NN(C)C(=O)/C1=C/c1c(C)[nH]n(C)c1=O	7	24	-6	25	-0.5	-5	-2	-4
COC(=O)c1c(-c2cc(C)on2)n[nH]c1C	0	3	-2	11	0.6	-9	1	-6
CSC(=N)n1nc(SC)nc1N	0	-39	-1	-5	2.8*	6	0	-8
Cn1nc(-c2cccnc2)[nH]c1=O	3	-26	3	13	0.0	1	1	-8

New compounds follow.
SMILES	PME-1 Maybr inh	Nox1 inh	luminol inh ctr	KOR antag MB	NOTCH agonist	S1P1 ag	TLR4-MyD88 inh	rat GALR2 ag
O=C(CSc1ssc(=S)c1-c1ccccc1)Nc1ccc(F)c(F)c1F	7	15	6	3	-0.3	10	1	-2
N/C(=N\OC(=O)c1cccc(C(F)(F)F)c1)C1CSCCS1 (centres undefined)	1	-28	-2	-7	nt	-1	0	-3
O=C(c1ccco1)N1CCN(c2nc(-c3cccs3)ns2)CC1	-5	-17	1	-8	-0.1	-5	-2	-3
c1coc(CSCc2ccc3nonc3c2)c1	-1	-4	2	-7	-1.0	-3	2	-6
S=C(NCc1ccco1)N/N=C1\CSCc2ccccc21	-5	0	0	6	-0.4	29	6	-8
Cc1ccc(C=C2C(=O)OC(C)(C)OC2=O)o1	0	-63	6	8	-0.5	-1	3	-3
COc1ccc(N/C(=C\C=C(C#N)C#N)c2ccc(Cl)cc2)cc1	0	-36	2	27	-0.7	-3	-20	-3
N/C(CN1CCCCC1)=N\O	5	-10	-2	43	-0.8	1	-8	-3
O=c1cc(-n2ccc(C(F)(F)F)n2)oc2ccccc12	-3	-21	5	8	-1.5	16	6	-4
CNC(=S)NNC(=O)c1cccs1	5	27	-1	3	-1.0	19	4	-5

Reprinted at random: 2 entries already listed
SMILES	PME-1 Maybr inh	Nox1 inh	luminol inh ctr	KOR antag MB	NOTCH agonist	S1P1 ag	TLR4-MyD88 inh	rat GALR2 ag
CNC(=S)NNC(=O)c1cccs1	5	27	-1	3	-1.0	19	4	-5
O=C(CSc1ssc(=S)c1-c1ccccc1)Nc1ccc(F)c(F)c1F	7	15	6	3	-0.3	10	1	-2

Next part.
SMILES	PME-1 Maybr inh	Nox1 inh	luminol inh ctr	KOR antag MB	NOTCH agonist	S1P1 ag	TLR4-MyD88 inh	rat GALR2 ag
N#CCCN(CCC#N)C(=O)c1ccc(Cl)cc1	-4	-63	3	14	-0.8	3	12	-4
CC(C)(C)c1csc(CS(=O)(=O)c2ccccn2)n1	-1	-11	-6	-4	-0.1	-6	8	-5
C1CCN(c2nn[nH]n2)CC1	2	-3	1	4	-0.2	-2	8	-4
N#CCC(=O)NCc1ccncc1	1	-3	-2	3	-1.1	-8	-11	-4
COc1ccc(NC(=O)CSc2c(Cl)c(Cl)cc(Cl)c2Cl)cc1	0	9	-2	-2	-0.1	-4	2	7
CSc1n[nH]c(C(C)(C)C)n1	4	19	-7	-9	-1.1	-3	1	-3
Cn1nc(NC(=O)CC(C)(C)CC(=O)O)c2ccccc21	-4	-30	3	0	0.8	3	3	-3
CCc1ccn2cc(Nc3ccccc3Cl)nc2c1	-37	11	2	12	-0.1	10	-5	-7
CN(C)C=NC(=S)c1sccc1CSc1ccc(Cl)cc1	6	-8	-3	-20	0.9	18	5	-8
COc1cccc(/C=C2/N=C(c3cccs3)OC2=O)c1OC	3	-52	27	8	-0.1	-13	8	-3
CCc1cccc(C)c1NC(=S)NCCC(=O)O	3	-45	3	10	-0.9	-1	-1	-7
CC(=O)Nc1ccc(C2N=C(c3cnccn3)NN2)cc1 (centres undefined)	1	-66	1	19	-0.2	-13	-2	-3
COC(=O)c1ccc(NC(C)=O)c(NC(C)=O)c1	4	13	-6	12	-0.3	-10	-14	-5
O=[N+]([O-])c1ccc(C2=NN(c3ccccc3)C(c3ccco3)C2)cc1 (centres undefined)	1	-25	11	87*	-0.3	74	70*	-20
COc1cc(NC(=O)c2ccc([N+](=O)[O-])o2)cc(C(F)(F)F)c1	0	-53	3	-1	0.1	-28	-30	-1
Cc1noc(C)c1S(=O)(=O)NC1CCCc2ccccc21 (centres undefined)	2	-66	3	9	-0.8	10	21	-6
COC(=O)c1[nH]c(C(=O)OC)c(O)c1O	2	16	1	-4	0.0	3	-1	-5
O=C(N/N=C/c1ccccc1O)c1ccc([N+](=O)[O-])o1	3	-15	16	4	0.1	34	-4	-12
CSc1sc(NC(=O)Nc2cccc(C(F)(F)F)c2)cc1C#N	13	-6	0	2	-0.6	12	2	-11
CC(C)NS(=O)(=O)c1ccccc1I	-1	-7	-2	-13	-0.7	5	-2	-4
Cc1nc(C(F)(F)F)ccc1C(=O)Nc1ccccc1F	-2	-7	1	0	0.1	5	-2	-7
CCOC(=O)Cc1nnc(-c2ccc(Cl)cc2)o1	2	-28	-5	1	nt	-5	-1	-8
O=C(Nc1ccc(-n2nccc2C(F)(F)F)cc1)c1ccc(Cl)cc1	-5	-29	-1	4	0.4	15	7	-3
Cc1cc(Br)c(NC(N)=S)c(Br)c1	2	17	-1	8	0.1	-4	5	-6

Only part of the results is shown (hit frequency here may not be typical).
